# CHRM1 agonist = human M1 muscarinic receptor agonism | P11229 | CHO-K1 hM1, Fluo-8 calcium fluorescence, agonist mode; 0% DMSO, 100% acetylcholine EC100 | activation, % at 3 µM | hit rate 0.33% among 360,000;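 active means activation above the run's mean compound activation plus 3 SD, cut at about 16% in these data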;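 further: peak over basal fluorescence ratio within a 140 s kinetic read after compound addition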
# Target sequence (P11229 whole entry, looked up): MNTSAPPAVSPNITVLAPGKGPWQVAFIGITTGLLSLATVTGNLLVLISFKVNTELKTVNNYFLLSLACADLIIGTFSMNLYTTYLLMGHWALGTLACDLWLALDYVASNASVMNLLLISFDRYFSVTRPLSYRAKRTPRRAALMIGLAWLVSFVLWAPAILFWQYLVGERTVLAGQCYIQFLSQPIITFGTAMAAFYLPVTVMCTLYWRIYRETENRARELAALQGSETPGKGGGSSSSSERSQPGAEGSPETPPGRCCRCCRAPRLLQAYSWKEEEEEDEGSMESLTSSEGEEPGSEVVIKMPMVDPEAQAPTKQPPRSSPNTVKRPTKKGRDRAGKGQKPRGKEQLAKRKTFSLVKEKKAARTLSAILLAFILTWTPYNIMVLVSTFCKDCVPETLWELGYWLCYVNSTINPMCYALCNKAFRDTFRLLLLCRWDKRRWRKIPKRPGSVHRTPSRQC
# OXTR potentiate = human OXTR potentiation; activation, % at 3 µM; hit rate 0.061% among 320,000; CHO-OTR cells, Fluo-8 calcium fluorescence, potentiator mode; 0% = oxytocin EC15, 100% = EC100; AID 2445;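 active means activation above that plate's cutoff, the mean activation of tested compounds plus 3 SD, cut at about 6.6% in these data, passing the limit was not always enough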;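 further: 100% uses oxytocin at 75 nM as the full agonist control; some results filed as inactive read as strong as hits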
# Target sequence (P30559 whole entry, looked up): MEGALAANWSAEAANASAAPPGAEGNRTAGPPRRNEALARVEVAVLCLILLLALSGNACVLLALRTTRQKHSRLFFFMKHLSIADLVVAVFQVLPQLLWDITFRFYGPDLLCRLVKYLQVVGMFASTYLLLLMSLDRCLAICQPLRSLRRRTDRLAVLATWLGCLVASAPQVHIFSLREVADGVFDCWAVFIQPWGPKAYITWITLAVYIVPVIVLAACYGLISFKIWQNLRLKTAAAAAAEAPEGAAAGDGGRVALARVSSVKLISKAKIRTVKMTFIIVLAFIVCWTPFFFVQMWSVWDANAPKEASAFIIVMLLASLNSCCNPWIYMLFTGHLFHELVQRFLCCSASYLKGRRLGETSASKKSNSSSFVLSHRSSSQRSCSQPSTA
#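 Measured by – Fluo-8 calcium dye fluorescence · Test system – human OTR in CHO cells · Dosing – one concentration, 3.0 µM compound · Controls – EC15 oxytocin alone as 0%, 75 nM oxytocin as 100% · Evaluation – normalized max/min fluorescence ratio, % activation · Timing – 6 min pre-incubation, 100 s read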
# CHRM4 agonist = agonists of human muscarinic M4 receptor (CHRM4); P08173; CHO-K1 hM4/Gqi5, Fluo-8 calcium fluorescence; vehicle 0%, full acetylcholine response 100%; activation, % at 3 µM; hit rate 0.14% among 360,000; AID 624127;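 active means activation above the run mean over all test wells plus 3 SD, cut at about 32% in these data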;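 further: peak over basal fluorescence ratio per well then scaled between controls; 0% = DMSO wells and 100% = acetylcholine at EC100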
# CHRM4 antagonist = blocks acetylcholine activation of human M4 receptor; CHO-hM4 cells, ACh EC80, Fluo-8 calcium fluorescence; inhibition, % at 3 µM; hit rate 0.73% among 360,000; AID 624125;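 active means inhibition above its plate's cutoff, the mean inhibition of sample wells plus 3 SD, cut at about 27% in these data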;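 further: 0% = acetylcholine EC80 with DMSO and 100% = DMSO without agonist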
# CHO-K1 Ca antag = M1 antagonist counterscreen hit in parental CHO-K1 cells; inhibition, % at 3 µM; hit rate 0.6% among 360,000; ATP-induced calcium, Fluo-8 fluorescence;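 active means inhibition above a per-plate cutoff, the plate's mean sample inhibition plus 3 SD, cut at about 24% in these data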;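 further: 0% = DMSO plus EC80 ATP and 100% = DMSO alone without ATP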
# CHO parental Ca = signal in parental CHO cells, OX1R antagonist counter-screen; parental CHO-K1, ATP-induced calcium, Fluo-8 fluorescence; inhibition, % at 5.6 µM; hit rate 0.63% among 330,000; AID 463079;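 active means inhibition above that plate's mean sample inhibition plus 3 SD, cut at about 26% in these data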;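 further: 0% = ATP-challenged DMSO wells and 100% = DMSO wells without ATP; some compounds past the cut are filed as inactive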
#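 Test system: untransfected parental CHO cell line; also added: ATP stimulus; dosing: 5.6 µM, single dose; signal: calcium-sensitive Fluo-8 fluorescence; measure: percent inhibition of ATP-evoked calcium rise, normalized to controls; benchmarks: low control ATP plus DMSO, high control DMSO only; replication: one well per compound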
# CHRM1 antagonist = antagonists of human M1 muscarinic receptor. AID 588852. hit rate 1.3% among 360,000. CHO-K1 hM1, Fluo-8 calcium fluorescence, ACh EC80 antagonist. P11229. inhibition, % at 3 µM;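 active means percent inhibition above its own plate's cutoff, namely the mean of that plate's compound wells plus 3 SD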;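 further: peak over basal fluorescence ratio during 140 s after agonist addition; 0% = ACh EC80 plus DMSO and 100% = DMSO alone without agonist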
# M1 ag parental = M1 agonist counterscreen hit in parental CHO-K1 cells; AID 602248; activation, % at 3 µM; Fluo-8 calcium fluorescence; scaled to maximal ATP response, vehicle zero; hit rate 0.48% among 360,000; in the data active means activation above about 15%;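 further: untransfected CHO-K1 host cells lacking M1 receptor as counterscreen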
# M1 PAM = human CHRM1 positive allosteric modulation | CHO-K1 hM1, Fluo-8 calcium fluorescence, ACh EC20; 0% = ACh EC20, 100% = maximal ACh | activation, % at 3 µM | hit rate 0.088% among 360,000 | AID 588819; in the data active means activation above about 19%, passing the limit was not always enough
# * = called active by the depositor; . = no result given.
SMILES,CHRM1 agonist,OXTR potentiate,CHRM4 agonist,CHRM4 antagonist,CHO-K1 Ca antag,CHO parental Ca,CHRM1 antagonist,M1 ag parental,M1 PAM
O=C(c1ccoc1)N1CCN(c2cc(-c3ccncc3)nc3cc(-c4cccc(Cl)c4)nn23)CC1,0,.,2,-9,-3,.,1,0.7,5
O=C(CSc1ccccc1C(=O)O)c1ccc([N+](=O)[O-])cc1,-6,-4,0,6,0,0,5,0.5,1
C[C@@H]1CCCCO[C@H](CN(C)C(=O)Cc2ccccc2)[C@@H](C)CN([C@H](C)CO)C(=O)c2cc(N(C)C)ccc2O1,-3,.,0,2,11,.,17,-0.1,-13
COC(=O)CCC(NC(=O)c1cc(-c2ccc3c(c2)OCCO3)oc1C)C(=O)OC (stereo not given),-1,-5,2,6,-5,-19,-10,0.7,12
Cc1ccsc1/C=N/NC(=O)CO,-7,7,0,8,-4,-5,-2,0.3,11
O=C(Nc1nnc(CCc2ccccc2)s1)c1ccco1,-3,0,1,8,-7,-6,1,0.5,7
COc1ccc(CSC2=C(C#N)C(=O)NC3(CCCCC3)S2)cc1,-2,.,-1,2,3,.,0,-0.5,-2
O=c1cc(-c2ccccc2)nc2c(-c3ccccc3)c(C(F)(F)F)[nH]n12,-6,-9,0,8,4,-14,-13,0.3,4
O=C(CNC(=O)c1ccc(F)cc1)N/N=C/c1cn[nH]c1-c1ccccc1,2,2,1,2,2,-4,-8,-0.1,8
Cn1cc(SCC(=O)N2CCN(c3ccccc3)CC2)c2ccccc21,0,-7,2,-18,-3,-17,-12,0.6,4
CC(C)c1ccc2oc(=O)cc(CN3CCN(c4ccc(F)cc4)CC3)c2c1,1,-15,0,-12,-7,-36,-29,0.1,-6
CCCNC(=O)c1ccc(N(Cc2ccccc2)S(C)(=O)=O)cc1,4,-6,2,3,-4,0,-14,0.1,12
CCOc1ccc(C(=O)NC2CC3CCCC(C2)N3CC(C)C)cc1 (stereo not given),-6,-7,0,10,0,-22,40*,0.1,-14
COc1ccc(C(=O)Nc2nnc(SCC(=O)NCc3ccco3)s2)cc1OC,9,-7,1,-13,2,-7,-11,0.1,19
COCc1ccc(CN2CCc3c([nH]c4ccccc34)C2CC(C)C)o1 (stereo not given),-8,1,2,2,-7,-26,-1,-0.3,-1
COc1ccc(CCN2C(=O)CC(N3CCN(C/C=C/c4ccccc4)CC3)C2=O)cc1OC (stereo not given),-7,-6,1,-2,-9,-17,6,2.1,-5
O=C(NC(NNc1ccc([N+](=O)[O-])cc1)(C(F)(F)F)C(F)(F)F)c1ccc(Cl)cc1,2,-12,10,3,21,15,34*,8.7,-13
O=S(=O)(NCC1CCCO1)c1ccc(S(=O)(=O)N2CCc3ccccc3C2)cc1 (stereo not given),-3,-7,0,6,-18,-8,1,0.5,-1
C/C(CCC1CC(C)OC1=O)=N/Nc1nc(-c2ccccc2)cs1 (stereo not given),-1,-2,0,0,-6,-14,-12,-0.6,7
CCCOc1ccc(S(=O)(=O)NCCCN2CCOCC2)c2ccccc12,-2,-9,2,7,11,-15,-35,0.3,3
O=C1c2ccccc2C(Nc2ccc(F)cc2F)N1CCN1CCOCC1 (stereo not given),-6,-3,2,-4,6,-6,3,0.5,-5
COc1cc(NC(=O)Cc2ccc(Cl)cc2)ccc1NC(=O)c1ccco1,-2,-6,4,-5,-29,-15,-2,1.6,1
CCn1nnc(NC(=O)c2cc(Cl)c(OC)c(Cl)c2)n1,-2,-8,1,0,-11,13,-5,0.4,4
CCN(CC)CCOC(=O)/C=C/c1ccccc1,-6,-2,0,4,15,3,5,-0.3,-5

# Quoted at random: four records from the list
SMILES,CHRM1 agonist,OXTR potentiate,CHRM4 agonist,CHRM4 antagonist,CHO-K1 Ca antag,CHO parental Ca,CHRM1 antagonist,M1 ag parental,M1 PAM
CCn1nnc(NC(=O)c2cc(Cl)c(OC)c(Cl)c2)n1,-2,-8,1,0,-11,13,-5,0.4,4
O=c1cc(-c2ccccc2)nc2c(-c3ccccc3)c(C(F)(F)F)[nH]n12,-6,-9,0,8,4,-14,-13,0.3,4
Cn1cc(SCC(=O)N2CCN(c3ccccc3)CC2)c2ccccc21,0,-7,2,-18,-3,-17,-12,0.6,4
COC(=O)CCC(NC(=O)c1cc(-c2ccc3c(c2)OCCO3)oc1C)C(=O)OC (stereo not given),-1,-5,2,6,-5,-19,-10,0.7,12

# Continued:
SMILES,CHRM1 agonist,OXTR potentiate,CHRM4 agonist,CHRM4 antagonist,CHO-K1 Ca antag,CHO parental Ca,CHRM1 antagonist,M1 ag parental,M1 PAM
Cc1ccc(NC(=O)/C(=C/C=C/c2ccccc2)NC(=O)c2ccccc2)cc1,-5,-3,2,-5,2,-21,-2,1.6,2
O=C(c1cccc([N+](=O)[O-])c1)N1CCN(Cc2ccccc2)CC1,-6,-12,1,5,-8,1,-9,1.6,4
COc1ccc(CN(CC2CCCO2)C(=O)CN2C(=O)COc3ccccc32)cc1OC (stereo not given),0,-5,10,0,-9,-16,6,4.0,-3
COCOc1cccc(CN2CCC(C)(Oc3cccc(OC)c3)C2)c1 (stereo not given),-7,.,2,-17,-10,.,-12,1.4,1
O=C(COC(=O)c1cc(=O)[nH]c2ccccc12)NC(=O)c1ccccc1,-2,0,2,-19,2,7,-5,0.3,8
O=C(Cn1nnc(-c2ccccc2Cl)n1)N1CCCCC1,-4,-2,1,0,7,-5,4,7.6,4
CC1CCCN(C(=O)Cn2nnc(-c3ccc(F)cc3)n2)C1 (stereo not given),-3,-9,1,-12,3,-8,-10,0.0,11
CCn1c2ccccc2c2cc(NC(=O)c3ccc(Br)o3)ccc21,-2,-3,2,-5,4,-7,0,1.4,1
O=C1C2C3C=CC(C3)C2C(=O)N1c1ccc(N2CCN(c3ccccn3)CC2)c([N+](=O)[O-])c1 (stereo not given),1,-8,16,21,20,63*,39*,14,-17
Cc1ccc(C(=O)Nc2ccc(CN3CCS(=O)(=O)CC3)cc2)cc1C,-3,-3,2,0,-8,-8,-8,1.8,3
O=C1CCCN1CCC1CCCCN1Cc1nc(COc2ccccc2)no1 (stereo not given),-3,0,0,4,-4,-16,-4,0.4,2
CSc1ccc(C2C(C#N)=C(N)Oc3c2ccc(=O)c2c(C)oc(C)c32)cc1 (stereo not given),1,-17,2,-13,-8,7,-17,3.6,3

# Filtered by structure: the entries above containing a CF3 group (two)
SMILES,CHRM1 agonist,OXTR potentiate,CHRM4 agonist,CHRM4 antagonist,CHO-K1 Ca antag,CHO parental Ca,CHRM1 antagonist,M1 ag parental,M1 PAM
O=c1cc(-c2ccccc2)nc2c(-c3ccccc3)c(C(F)(F)F)[nH]n12,-6,-9,0,8,4,-14,-13,0.3,4
O=C(NC(NNc1ccc([N+](=O)[O-])cc1)(C(F)(F)F)C(F)(F)F)c1ccc(Cl)cc1,2,-12,10,3,21,15,34*,8.7,-13

# Next part
SMILES,CHRM1 agonist,OXTR potentiate,CHRM4 agonist,CHRM4 antagonist,CHO-K1 Ca antag,CHO parental Ca,CHRM1 antagonist,M1 ag parental,M1 PAM
O=C(COC(=O)c1ccc2ccccc2c1)Nc1ncc(C(F)(F)F)cc1Cl,-3,-9,0,3,4,-14,0,0.2,3
COC(=O)c1sccc1NC(=S)Nc1ccccc1,-1,1,2,-1,19,-5,-10,0.7,2
O=C(/C=C/c1cn(CC(O)CN2CCCCC2)c2ccccc12)c1cccs1 (stereo not given),-13,1,3,-5,-2,-20,10,0.8,-20
CCOC(=O)c1cnc(SCc2ccccc2)nc1N,3,-8,3,0,-13,-22,-14,0.1,10
O=C(Nc1ccccc1)c1cccc(S(=O)(=O)Nc2ccccn2)c1,-6,-2,3,-7,-11,-14,3,1.3,3
Clc1ccc2c(NCc3cccs3)ncnc2c1,0,-23,12,3,3,8,25,14,-8
CC1CCC2C(=O)N(c3cccc(C(=O)Nc4ccccc4Cl)c3)C(=O)C2C1 (stereo not given),-1,-1,14,-1,-9,-14,7,4.4,-4
COc1ccc(NC(=O)CN(C)C(=O)c2cccc(S(=O)(=O)N3CCCc4ccccc43)c2)cc1,-3,-10,9,-6,-1,-24,-9,1.7,3
COc1ccc(C2(C(=O)NCC3CCCO3)CCOCC2)cc1 (stereo not given),-2,-6,1,-8,2,15,-6,-0.1,-3
O=C(COc1ccc(S(=O)(=O)N2CCOCC2)cc1)Nc1ccc(Br)cc1,-1,-5,9,-2,-5,-9,-1,6.0,0
N/C(=N\N=C\c1ccc2c(c1)OCO2)c1nonc1N,-6,-5,1,8,2,3,13,0.3,-2
O=C(NCc1ccco1)c1ccc(COCC(F)(F)F)cc1,-2,1,0,10,-27,2,-7,-0.3,7

# An excerpt from above in order of length of the SMILES, falling:
SMILES,CHRM1 agonist,OXTR potentiate,CHRM4 agonist,CHRM4 antagonist,CHO-K1 Ca antag,CHO parental Ca,CHRM1 antagonist,M1 ag parental,M1 PAM
COc1ccc(NC(=O)CN(C)C(=O)c2cccc(S(=O)(=O)N3CCCc4ccccc43)c2)cc1,-3,-10,9,-6,-1,-24,-9,1.7,3
O=C(COc1ccc(S(=O)(=O)N2CCOCC2)cc1)Nc1ccc(Br)cc1,-1,-5,9,-2,-5,-9,-1,6.0,0
O=C(NCc1ccco1)c1ccc(COCC(F)(F)F)cc1,-2,1,0,10,-27,2,-7,-0.3,7
COC(=O)c1sccc1NC(=S)Nc1ccccc1,-1,1,2,-1,19,-5,-10,0.7,2

# Next section.
SMILES,CHRM1 agonist,OXTR potentiate,CHRM4 agonist,CHRM4 antagonist,CHO-K1 Ca antag,CHO parental Ca,CHRM1 antagonist,M1 ag parental,M1 PAM
O=C(CSc1n[nH]c(-c2ccncc2)n1)Nc1ccc(F)cc1,-2,3,0,9,-7,-2,-5,-0.2,12
Cc1ccc(S(=O)(=O)N/N=C/c2ccc(OCC(=O)NC(C)C)cc2)cc1,-1,-6,0,4,-1,-6,17,1.2,-7
CC(NS(=O)(=O)c1cc(C(F)(F)F)ccc1Cl)C(=O)N(C)C1CCN(C)CC1 (stereo not given),-6,-9,1,-4,-7,3,-11,2.8,10
Cc1ccc(S(=O)(=O)NCCN2CCOCC2)s1,-2,-8,1,-6,-2,-7,-1,0.3,5

# Laid out differently: two of the compounds above.
# Results follow in this order: CHRM1 agonist, OXTR potentiate, CHRM4 agonist, CHRM4 antagonist, CHO-K1 Ca antag, CHO parental Ca, CHRM1 antagonist, M1 ag parental, M1 PAM
- Cc1ccc(S(=O)(=O)NCCN2CCOCC2)s1
  -2, -8, 1, -6, -2, -7, -1, 0.3, 5
- O=C(CSc1n[nH]c(-c2ccncc2)n1)Nc1ccc(F)cc1
  -2, 3, 0, 9, -7, -2, -5, -0.2, 12

# Source: PubChem BioAssay (The Scripps Research Institute Molecular Screening Center)

# Random draw from the library; any-hit rate near 2.9%.
